RNase H inhibition = RNase H inhibition, HIV 1 Gag Pol polyprotein, FRET biochemical assay, screening (AID 372). HIV-1 RT RNase H, FRET RNA/DNA substrate fluorescence; higher % means a stronger effect. one-dose inhibition, % at 10 µM; IC50 in µM for titrated hits. 100,000 compounds, 0.77% hits; in the data active means inhibition above about 50%
An asterisk follows results filed as active. A portion of the library; the hit share may differ from the screen's.

entry	structure	RNase H inhibition
1	COc1ccc(OC(C)C(=O)Nc2cccc(OC)c2)cc1 (stereo not drawn)	0%
2	CCc1ccc(/C(C)=N/NC(=O)c2ccc(Br)o2)cc1	5%
3	CCOC(=O)CCC(=O)Nc1ccc(S(=O)(=O)N2CCCCC2)cc1	13%
4	CC(C)(C)C(=O)Cn1c(NCCO)nc2ccccc21	15%
5	COc1cc(C2SCC(=O)N2CCc2ccc(OC)c(OC)c2)ccc1O (stereo not drawn)	15%
6	O=C(C[n+]1cc2ccccc2cc1Cc1ccccc1)c1ccccc1	16%
7	C/C(=N\NC(=O)COc1ccccc1)c1cccc(N)c1	8%
8	O=C1C(=O)N(CCc2ccccc2)C(c2ccc([N+](=O)[O-])cc2)/C1=C(/O)c1ccccc1 (stereo not drawn)	7%
9	CC(C)(C)c1ccc(C(C)(C)C)c(Oc2ccccc2)c1O	8%
10	CCOC(=O)c1ccccc1NC(=O)CC1SC(N)=NC1=O (stereo not drawn)	0%
11	CCSc1nnc(N2C(=O)c3ccc(Oc4ccc([N+](=O)[O-])cc4)cc3C2=O)s1	18%
12	CC1(C)OC(=O)C(=C2CCCN2)C(=O)O1	0%
13	CCOc1cccc(/C=N\NC(=O)c2cnccn2)c1O	18%
14	CC(C)(C)c1ccc(Oc2coc3cc(O)ccc3c2=O)cc1	0%
15	CC(/C=C/c1ccccc1)=N/NC(=O)c1cccc(Br)c1	9%
16	COc1cc(/C=C/C(=O)O)cc(S(=O)(=O)N2CCCc3ccccc32)c1OC	4%
17	CCOc1ccc(-n2nc3cc(C)c(N)cc3n2)cc1	24%
18	Cc1ccc(N=Cc2ccc([N+](=O)[O-])s2)c(C)c1	38%
19	O=C(CCc1ccccc1)Nc1nnc(-c2ccncc2)s1	10%
20	COC(=O)C1=C(C)N(C)C(C)=C(C(=O)OC)C1c1ccc(Cl)cc1Cl	10%
21	CC(C)CC1CC(C)(C(=O)CSc2n[nH]c(-c3ccccc3)n2)OC1=O (stereo not drawn)	15%
22	CCOC(=O)N1CCN(C(=O)CN(c2ccc(OCC)cc2)S(C)(=O)=O)CC1	11%
23	c1ccc(CCCN2CCN(Cc3ccncc3)CC2)cc1	12%
24	CCOC(=O)c1ccc(NC(=S)NC(NC(=O)c2ccccc2)C(Cl)(Cl)Cl)cc1 (stereo not drawn)	27%
25	COc1ccccc1C(=O)Nc1ccc(F)c(Cl)c1	12%
26	COP(=O)(OC)C(Nc1cccc(C(F)(F)F)c1)c1ccc(C)cc1 (stereo not drawn)	4%
27	CC(=O)c1cccc(NC(=O)c2ccc(C)c([N+](=O)[O-])c2)c1	5%
28	COc1ccc2ccccc2c1CN1CCN(C(=O)c2cccc(F)c2)CC1	20%
29	Fc1ccccc1OCCCCCN1CCCC1	4%
30	Cc1ccc(/C(O)=C2\C(=O)C(=O)N(CCCC(=O)O)C2c2ccccc2Cl)cc1 (stereo not drawn)	3%
31	COc1ccc(C(=O)COC(=O)c2ccc3c(c2)C(=O)N(c2cccc(Cl)c2)C3=O)cc1[N+](=O)[O-]	40%
32	CNC(=O)CN(c1cccc(OC)c1)S(=O)(=O)c1ccccc1	4%

Copied from above, nos. 31 to 32
entry	structure	RNase H inhibition
31	COc1ccc(C(=O)COC(=O)c2ccc3c(c2)C(=O)N(c2cccc(Cl)c2)C3=O)cc1[N+](=O)[O-]	40%
32	CNC(=O)CN(c1cccc(OC)c1)S(=O)(=O)c1ccccc1	4%

Later entries:
entry	structure	RNase H inhibition
33	Cc1cc(OCC(=O)NC2CCCC2)ccc1Br	0%
34	N#C/C(=C/c1ccc(F)cc1)c1ccc([N+](=O)[O-])cc1	22%
35	COc1ccccc1OCC(=O)Nc1c(C)cccc1C(C)C	5%
36	CCc1ccc(NC(=O)/C=C/c2cccc([N+](=O)[O-])c2)cc1	0%
37	CCCCOC(=O)c1cccc(NC(=O)c2ccccc2Br)c1	5%
38	COc1ccccc1CNC(=O)c1ccccc1OC	14%
39	Cc1[nH]n(-c2ccccc2)c(=O)c1/C(=N/NC(=O)c1ccc(I)cc1)C(F)(F)F	6%
40	O=C(NNc1ccc([N+](=O)[O-])cc1[N+](=O)[O-])c1ccco1	8%
41	O=C(/C=C/c1ccccc1)Nc1nnc(C2CCCC2)s1	15%
42	CCOc1ccc(C=Nc2cccc([N+](=O)[O-])c2C)cc1	4%
43	Cc1ccc(OCC(=O)Nc2nc3ccccc3s2)cc1	9%
44	CCC1(C)CC(c2csc(C)n2)CCO1 (stereo not drawn)	0%
45	Cc1ccc(NC(=O)c2cc3cc(Cl)cc(Cl)c3oc2=O)cc1C	13%
46	CC(=O)c1ccc(C(=O)Nc2ccc(S(=O)(=O)Nc3nccs3)cc2)cc1	5%
47	COc1cccc(C2CC(=O)Nc3c2cc(Br)c2ccccc32)c1OC (stereo not drawn)	13%
48	COc1ccccc1C(=O)Nc1ccc2nn(-c3ccccc3)nc2c1	13%
49	CCOC(=O)C1CCN(C(=O)c2cc3c(C)nn(-c4ccccc4)c3s2)CC1	9%
50	Cc1ccc2ncnc(Nc3ccccc3Cl)c2c1	0%
51	CC(C)c1ccc(CNC(=O)CSc2nc3ccccc3o2)cc1	21%
52	O=C(c1ccc2ccccc2c1)N1CCN(c2ccc([N+](=O)[O-])cc2)CC1	9%
53	CC(C)C(C#CC(O)(c1ccccc1)c1ccccc1)N(C)C (stereo not drawn)	4%
54	COc1ccc(CN2CCN(Cc3ccccn3)CC2)cc1Br	4%
55	CCOc1cc(/C=N\NC(=O)c2ccc([N+](=O)[O-])cc2)cc(Br)c1O	13%
56	COc1ccccc1/C=C1\SC(=S)N(c2cccc(C)c2C)C1=O	18%
57	CCc1nnc(NC(=O)c2ccc(OC)c([N+](=O)[O-])c2)s1	10%
58	Cc1nc(=O)c(-c2ccccc2)c(C)n1-c1ccccc1	13%
59	Cc1ccccc1OCC(=O)Nc1ccc(Cl)cc1C(F)(F)F	1%
60	CCOC(=O)c1c(N2C(=O)C3CC(C)=C(C)CC3C2=O)sc(C)c1C (stereo not drawn)	0%
61	O=C1CC(NCc2ccc(F)cc2)C(=O)N1c1ccc(Cl)cc1 (stereo not drawn)	9%
62	O=C(CSc1nc2ccccc2s1)Nc1ccc(Cl)c(C(F)(F)F)c1	0%
63	Cc1cccc(NC(c2ccccc2)c2ccc3ccc(C)nc3c2O)n1 (stereo not drawn)	5%
64	Cc1ccc(S(=O)(=O)Nc2cc([N+](=O)[O-])ccc2Cl)cc1	0%
65	COc1ccccc1N1CCN(C(=O)CN(c2ccc(C)cc2)S(C)(=O)=O)CC1	20%
66	COc1cc(NC(=O)c2cccc(I)c2)c(OC)cc1Cl	14%
67	COC(=O)c1ccc(C(=O)OC)c(NC(=O)CCc2ccc(OC)cc2)c1	1%
68	CC(C)c1cccc(C(C)C)c1OCCCCCN1CCN(C)CC1	5%
69	COc1ccc(CNC(=O)CCCOc2ccc(Cl)cc2Cl)cc1	0%
70	CC1(C)CC(=O)C(C=Nc2ccc(S(N)(=O)=O)cc2)=C(O)C1	7%
71	COc1ccc(NC(=O)CN(c2ccc(Br)cc2)S(C)(=O)=O)cc1Cl	7%
72	COC(=O)c1cc(C(=O)Nc2ccc(Cl)cc2Cl)cc([N+](=O)[O-])c1	10%
73	Cc1ccc(NC(=O)c2ccc(Cl)cc2Cl)cc1Cl	8%
74	O=C(c1cccc(F)c1)N1CCN(Cc2ccc(C(F)(F)F)cc2)CC1	3%
75	CC1=C(C(=O)OCC2CCCCC2)C(c2ccccc2F)NC(=O)N1 (stereo not drawn)	17%
76	CCOc1ccc(NC2=CC(=O)CC(c3ccccc3)C2)cc1 (stereo not drawn)	8%
77	CCOc1ccc(-c2cc(OCC)c3c(C)oc(C)c3c(=[O+]CC)c2)cc1	7%
78	COC(=O)C1=C(C)N(CC2CCCO2)C(=O)/C1=C\c1ccccc1 (stereo not drawn)	0%
79	CCOc1ccc2c(c1)C(=C1SC(C(=O)OC)=C(C(=O)OC)S1)C(=S)C(C)(C)N2C(=O)c1cccc(OC)c1	15%
80	Cc1cccc(N2C(=O)/C(=C/c3cccc4ccccc34)SC2=S)c1C	14%
81	O=C(Nc1ccccc1F)c1cc2cc([N+](=O)[O-])ccc2oc1=O	0%
82	O=C(CSc1ccc(Cl)cc1)Nc1ccccc1F	46%
83	C/C(=N\N=C(/N)SC1CC(=O)N(c2ccc(Cl)c(Cl)c2)C1=O)c1cccs1 (stereo not drawn)	4%
84	O=Cc1ccc(OCc2ccccc2)cc1	5%
85	O=C(CN(c1cccc(Cl)c1)S(=O)(=O)c1ccccc1)Nc1ccccc1F	2%
86	CCCSC1=C(C#N)C(c2ccc(F)cc2)CC(=O)N1 (stereo not drawn)	8%
87	COc1ccccc1C(=O)NNS(=O)(=O)c1ccc(C)cc1	7%
88	CCOC(=O)C1=NN(C(=O)c2cccc([N+](=O)[O-])c2)C(O)(C(C)(C)C)C1 (stereo not drawn)	9%

Next records follow:
entry	structure	RNase H inhibition
89	CCOC(=O)C1=C(NC(=O)CC)Oc2ccc3ccccc3c2C1c1ccccc1 (stereo not drawn)	3%
90	COc1ccc(C(=O)N/N=C/c2cc(OC)c(O)c([N+](=O)[O-])c2)cc1OC	30%
91	COc1cccc(/C=N/NC(=O)c2cccc(N3CCCC3=O)c2)c1	11%
92	Cc1cccc(OCC(=O)Nc2cccc(C)c2C)c1	0%
93	O=C(CSc1nnc(-c2ccc(Br)cc2)n1-c1ccccc1)c1ccc(Cl)cc1	10%
94	CCOC(=O)C1=C(C)NC(=O)NC1c1cccc(I)c1 (stereo not drawn)	12%
95	COc1ccccc1OCCCCN1CCCC1	0%
96	CCCN(CCC)c1ccc(/C=N/NC(=O)c2ccc(C)cc2)cc1	26%

Gathered by group, the entries above containing an NH in an aromatic ring (two)
entry	structure	RNase H inhibition
21	CC(C)CC1CC(C)(C(=O)CSc2n[nH]c(-c3ccccc3)n2)OC1=O (stereo not drawn)	15%
39	Cc1[nH]n(-c2ccccc2)c(=O)c1/C(=N/NC(=O)c1ccc(I)cc1)C(F)(F)F	6%

Later entries:
entry	structure	RNase H inhibition
97	CCn1c2ccccc2n2cc(-c3ccc([N+](=O)[O-])cc3)nc12	13%
98	O=C(NC(c1ccccc1)c1ccccc1)C(=O)c1c[nH]c2ccccc12	9%
99	CC1=NN(c2ccc(S(N)(=O)=O)cc2)C(=O)/C1=C\c1ccc(N(C)C)c(Br)c1	16%
100	CCC(C)(C)C(=O)Nc1ccccc1OC	10%
101	C=CCN1C(=O)/C(=C\c2ccc(-c3cccc([N+](=O)[O-])c3)o2)C(=O)NC1=S	32%
102	O=S(=O)(c1ccccc1)N1CCSC1c1ccccc1 (stereo not drawn)	7%
103	CN1C(=O)C(=Cc2cc(Cl)ccc2O)C(=O)N(C)C1=O	5%
104	CCCOC(=O)c1ccc(NC(=O)c2ccc(OC)c(I)c2)cc1	14%

7 entries picked at random from those above:
entry	structure	RNase H inhibition
100	CCC(C)(C)C(=O)Nc1ccccc1OC	10%
103	CN1C(=O)C(=Cc2cc(Cl)ccc2O)C(=O)N(C)C1=O	5%
101	C=CCN1C(=O)/C(=C\c2ccc(-c3cccc([N+](=O)[O-])c3)o2)C(=O)NC1=S	32%
97	CCn1c2ccccc2n2cc(-c3ccc([N+](=O)[O-])cc3)nc12	13%
102	O=S(=O)(c1ccccc1)N1CCSC1c1ccccc1 (stereo not drawn)	7%
99	CC1=NN(c2ccc(S(N)(=O)=O)cc2)C(=O)/C1=C\c1ccc(N(C)C)c(Br)c1	16%
104	CCCOC(=O)c1ccc(NC(=O)c2ccc(OC)c(I)c2)cc1	14%

(next part)
entry	structure	RNase H inhibition
105	Cc1cc(Cl)ccc1OCC(O)CN1CCOCC1 (stereo not drawn)	5%
106	CN1C(=O)C(=Cc2ccc(OCCOc3ccccc3Cl)cc2)C(=O)N(C)C1=O	25%
107	C=C(C)Cn1c(SCC(=O)O)nnc1-c1ccc(OC)cc1	7%
108	COc1ccc2c(C(F)(F)F)cc(=O)oc2c1C	18%
109	O=C1c2ccc3c4c(ccc(c24)C(=O)N1Cc1ccco1)CC3	40%
110	Cc1ccccc1OCc1nc(-c2cccnc2)no1	14%
111	CCNC(=O)c1ccc(OC)c(OC)c1	11%
112	CCOC(=O)C1=C(C)N=c2s/c(=C\c3ccc(O)cc3)c(=O)n2C1c1ccc(Cl)cc1 (stereo not drawn)	13%
113	C=CCN1C(=O)/C(=C\c2ccc(OCc3ccccc3F)c(OC)c2)C(=O)NC1=S	6%
114	COc1ccc(C(=O)/C=C2\NC(=S)NC2=O)cc1	13%
115	C#CCn1cc(/C=C2\C(=O)NC(=O)N(c3ccc(Br)c(C)c3)C2=O)c2ccccc21	26%
116	Cc1ccccc1C(=O)N/N=C/c1ccc(Sc2nnnn2-c2ccccc2)o1	3%
117	Cc1cc(Cl)ccc1N(CC(=O)Nc1cc(Cl)cc(Cl)c1)S(C)(=O)=O	15%
118	COC(=O)c1cc(-c2ccc(/C=N/n3cnnc3)o2)ccc1Cl	16%
119	Cc1ccc(/C=C2/C=C(c3ccc(Br)cc3)OC2=O)o1	19%
120	CCOC(=O)COc1ccc(/C=c2\sc3nc4ccccc4n3c2=O)cc1	0%
121	CCN(CC)S(=O)(=O)c1cccc(C(=O)NC2CCCCC2)c1	2%
122	COc1ccc(C)cc1NC(=O)COc1cc(C)c(Cl)c(C)c1	1%
123	COc1cc(C(=O)OCCN2CCOCC2)cc(OC)c1OC	2%
124	Cc1ccc2nc(-c3ccc(NC(=O)C4CCC(=O)N4)cc3)sc2c1 (stereo not drawn)	16%
125	Cc1ccc(C2(c3ccc(C)o3)C(=O)Nc3ccccc32)o1	3%
126	CCOc1ccc(N2C(=O)C3ON(c4ccccc4C)C(c4ccc(N(C)C)cc4)C3C2=O)cc1 (stereo not drawn)	0%
127	COc1cc(/C=C2\SC(N)=NC2=O)ccc1OCc1cccc2ccccc12	52%*
128	O=[N+]([O-])c1cc(C(F)(F)F)cc([N+](=O)[O-])c1Nc1ccc(Cl)c(Cl)c1	15%
129	CC(CCCN1CCCCC1)Sc1ccc(O)cc1 (stereo not drawn)	11%
130	COc1ccc(C=Nc2ccc3ccccc3c2)c2ccccc12	31%
